# Screens (PubChem BioAssay)
# aSyn tox rescue: alpha-synuclein toxicity suppression in yeast; actives 0.02% (n = 94,000); AID 1347070; Potency, µM (top dose mostly 46.1 µM), inactives show top-dose growth rescue (activation), hits mostly activators; S. cerevisiae alpha-synuclein toxicity rescue, BacTiter-Glo growth, 24 h; active means well fitted activation curve with a large enough effect; inconclusive means small, poorly fitted or top-dose-only effect; further: 0% is about no effect
#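 Growth restoration measured by BacTiter-Glo luminescence after 24 hr at 30 deg C; alpha-synuclein yeast, raffinose-pregrown to mid-log, were added at OD600=0.02 in galactose medium onto pinned compounds.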
# Active calls of the source: *; ? = inconclusive; [ ] = another dose, or the depositor's remark. Potency means the concentration at half of the fitted maximal effect. The list is partial; count on the stated rates, not on these rows.
SMILES,aSyn tox rescue
COc1cc(/C=C(\C#N)C(=O)Nc2ccccc2C(=O)O)cc(Cl)c1OC,-6.5%
C=CCNc1nc(C(=O)OCC(=O)Nc2c(Cl)cccc2C(F)(F)F)cs1,-3.9%
CC1CCC2(CC1)NC(=O)N(NC(=O)CCl)C2=O (stereo not given),-5.0%
Cc1ccc(S(=O)(=O)c2nnn3c2nc(N2CCCC(C)C2)c2cc(Cl)ccc23)cc1C (stereo not given),0.7%
COc1ccccc1-n1c(N)cc(=O)nc1SCC(=O)Nc1cc(C)on1,6.1%
COc1ccc(Cl)cc1C(=O)Nc1cccnc1Cl,-9.2%
CC1C(=O)N(Cc2cn(CCC3OCCO3)nn2)CCS(=O)(=O)N1Cc1ccc(-c2cccc(CO)c2)cc1 (stereo not given),-2.2%
Nc1ccn([C@@H]2O[C@H](CNCc3ccc(-c4cc(C(F)(F)F)ccc4Cl)o3)[C@@H](O)[C@H]2O)c(=O)n1,11.6%
COc1ccc(NC(=O)CNc2ccc(OC)c(S(=O)(=O)N3CCOCC3)c2)cc1,-4.5%
CCc1nn2c(=O)cc(COC(=O)c3ccc4c(c3)OCO4)nc2s1,1.8%
COc1ccc(NC(=O)N2CCCC(C(=O)NCc3ccccc3F)C2)cc1 (stereo not given),-4.4%
CCCC12CN3CC(CCC)(CN(C1)C3c1ccc(OCc3ccccc3)cc1)C2=O (stereo not given),-9.3%
Cc1ccc(Cl)cc1NC(=S)N1CCC(c2ccccc2)C1 (stereo not given),0.4%
CC(=O)Nc1c(C)nn(-c2ccccc2)c1N1CCC(C(=O)NCc2cccc(F)c2)CC1,-0.2%
CCc1ccc(S(=O)(=O)Nc2ccc3[nH]c(=O)sc3c2)cc1,3.4%
CCN(C(=O)C(NS(=O)(=O)c1cccc2nsnc12)c1ccccc1)c1ccccc1 (stereo not given),-5.8%
COc1ccc(NC(=O)c2c(NCc3cccc(F)c3)sc3c2CCC3)c(OC)c1,-59.0%[inhibitor]
CCCN(Cc1cccs1)C(=O)Nc1cc(Cl)c(OC)cc1OC,3.2%
O=C(Nc1ccc(N2CCOCC2)c(S(=O)(=O)Nc2ccc(Cl)cc2)c1)c1cnccn1,-13.0%
Cc1cc(NC(=O)CCc2nc3cccnc3n2Cc2cccs2)ccc1Br,9.7%
O=C(NC1=NCCS1)c1ccc([N+](=O)[O-])cc1Cl,-11.0%
Cc1cc(C)cc(OCC(=O)OC(C)C(=O)Nc2c(C)n(C)n(-c3ccccc3)c2=O)c1 (stereo not given),10.2%
CC(C)N(C(=O)CN1C(=O)C(=O)c2ccccc21)c1ccccc1,6.9%
CC1CCN(C(=O)c2ccc(-c3ccccc3Cl)o2)CC1,0.5%
Cc1cc2nc(SCC(=O)Nc3ccccc3C(=O)O)[nH]c2cc1C,5.9%

# In the list so far, these have an NH in an aromatic ring:
SMILES,aSyn tox rescue
CCc1ccc(S(=O)(=O)Nc2ccc3[nH]c(=O)sc3c2)cc1,3.4%
Cc1cc2nc(SCC(=O)Nc3ccccc3C(=O)O)[nH]c2cc1C,5.9%

# Back to the main list with the two entries that preceded the break.
SMILES,aSyn tox rescue
CC1CCN(C(=O)c2ccc(-c3ccccc3Cl)o2)CC1,0.5%
Cc1cc2nc(SCC(=O)Nc3ccccc3C(=O)O)[nH]c2cc1C,5.9%
O=C(Nc1ccc(N2CCOCC2)cc1)C1=NN(c2ccccc2)C(=O)CC1,-6.8%
CCc1ccc(NC(=O)CN(C)S(=O)(=O)c2ccc3c(c2)c(=O)n(C)c(=O)n3C)cc1,-1.0%
COc1ccc(-c2onc(C)c2C)cc1S(=O)(=O)N1CCC(C)CC1,13.7%
COc1cc(NC(=O)COC(=O)CO/N=C(\C)c2ccc3c(c2)OCO3)cc(OC)c1OC,-3.0%
COc1ccc(CNCc2c(C(=O)O)n(Cc3ccc(F)cc3)c3cc(C)ccc23)cc1OC,-17.8%
O=C(NCCc1nc2ccccc2n1CCCOc1ccc(Cl)cc1)C1CCCCC1,5.0%
C=Cn1cc(CNC[C@H]2O[C@@H](n3cc(C)c(=O)[nH]c3=O)C[C@@H]2O)c(C)n1,-5.0%
Cc1ccc(-c2nc(C(=O)N3CCN(c4ccccc4)CC3)c3n2CCCCC3)cc1,?
Cc1ccc(N(CC(=O)Nc2ccc(OC(F)(F)F)cc2)S(=O)(=O)c2c(C)noc2C)cc1,1.0%
N#Cc1cccc(Oc2ccc(S(=O)(=O)N3CCCC3)cn2)c1,8.2%
Cc1cccc(C#CC2=CC(=O)CC(C)(C)C2)c1,6.0%
NCCCCc1ccc2ccc3cccc4ccc1c2c34,-16.3%
Cc1ccc2c(CNC3CCCC3)c(C(=O)O)n(Cc3ccc(F)cc3)c2c1,-5.6%
CC1CCCC(NC(=O)COC(=O)c2ccccc2C(=O)N(C)C2CCCCC2)C1C (stereo not given),-3.3%
Cc1cc(C)c2sc(N(CCN(C)C)C(=O)c3cc(Cl)sc3Cl)nc2c1,-7.2%
COc1ccc(C2(c3ccc(OC)cc3)NC(=O)N(CC(=O)Nc3ccc(C(N)=O)cc3)C2=O)cc1,-3.3%
CN(C)c1ccc(Sc2ccc3nc(N)nc(N)c3c2)cc1,-1.6%
CCCCNC(=O)c1ccc(NC(C)=O)c(Cl)c1,1.1%
CC(C)c1nn2c(=O)cc(COC(=O)c3ccccc3NC(=O)C3CCCCC3)nc2s1,-3.0%
COc1cccc(CNC(=O)c2ccc(CSc3nc4ccncc4n3Cc3cccc(C)c3)cc2)c1,-11.7%
CC(=O)NC(Cc1ccc(F)cc1)C(=O)NC1CCN(S(=O)(=O)c2ccccc2)CC1 (stereo not given),-5.1%
CCOc1ccccc1NC(=O)c1cn(C2CCCCC2)c(=O)c2c1c1ccccc1n2C,-10.8%
CCc1ccc2c(c1)c(=O)c(C(=O)c1ccccc1)cn2CC(=O)Nc1ccc(C)c(Cl)c1,-0.7%
CCc1ccc(NC(=O)/C(C#N)=C/c2cn(CC(=O)O)c3ccccc23)cc1,-8.7%
COc1ccc(/C=C/C(=O)Nc2cccc(F)c2)cc1,-10.1%
# (listing goes on)
SMILES,aSyn tox rescue
O=C(Nc1ccnn1C1CCN(Cc2ccc(CO)o2)CC1)c1cccc(F)c1,-8.0%
O=C(Nc1ccc(Cl)cn1)c1ccc(-c2cc(Cl)ccc2Cl)o1,-16.1%
CCN(CC)c1ccc2cc(-c3nnc(Nc4ccc(C)cc4)s3)c(=O)oc2c1,-3.2%
O=c1[nH]c(=S)[nH]cc1Oc1ccc(Cl)cc1Cl,10.8%
COc1ccc2c(c1)CC(C(=O)N1CCC(C(N)=O)CC1)CO2 (stereo not given),4.9%
O=[N+]([O-])c1ccc(S(=O)(=O)N2CCN(Cc3ccco3)CC2)cc1,-10.4%
O=C(NCc1ccccn1)C(=O)Nc1ccccc1,0.7%
O=C(CCOc1ccc(F)cc1)Nc1nccs1,8.1%
O=C(CC1N=C2c3ccccc3N=C(SCc3ccc(F)cc3)N2C1=O)NCCc1ccccc1 (stereo not given),8.5%
CCOc1ccccc1NC(=O)C1CCCN(S(=O)(=O)c2ccc(-n3cnnn3)cc2)C1 (stereo not given),7.6%
CCOCCn1ccc2c(OCC(=O)Nc3cc(C(F)(F)F)ccc3Cl)cccc2c1=O,0.0%
CCOC(=O)C1CCN(C(=O)c2cc3cc(F)ccc3[nH]2)CC1,2.4%
CCOC(=O)c1[nH]c2c(c1-c1ccccc1)C(=O)CC(c1ccc(Cl)cc1)C2 (stereo not given),5.4%
CCN(CC(=O)Nc1c(F)cccc1F)C(=O)/C=C/c1c(C)nn(-c2ccc(F)cc2)c1C,-10.6%
CNC(=S)NNC(=O)c1cc(C(C)(C)C)nn1Cc1ccc(F)cc1,-6.4%
Cc1cc(Br)c2nc3c(c(C(=O)O)c2c1)CCCCC3,2.3%
N#Cc1cc2cc3c(cc2nc1SCC(=O)N1CCOCC1)OCCO3,-8.7%
Cc1c(N=N/C(C(=O)Nc2ccccc2)=C(/O)c2ccccc2)c(=O)n(-c2ccccc2)n1C,13.9%
Cn1c(=O)oc2cc(S(=O)(=O)N3CCCc4ccccc43)ccc21,-10.0%
CCC(C)(C)NC(=O)c1cc(S(=O)(=O)N2CCc3ccccc32)cn1C,-3.3%
O=C(N1CCN(c2ncccn2)CC1)C12CC3CC(CC(C3)C1)C2,6.1%
COc1ccc(-c2ccc(CCC(=O)O)n2-c2ccccc2C(F)(F)F)cc1,-2.4%
CCOCCCNC(=O)C(=O)NCCCOCC,-2.9%
Nc1ccc(S(=O)(=O)Nc2nccc(/C=C/c3ccc(Br)s3)n2)cc1,0.0%
Cc1ccc(-c2cc(NC(=O)COc3ccc(Cl)c(C)c3)on2)cc1,-4.2%

# Some values from the list:
# Cc1c(N=N/C(C(=O)Nc2ccccc2)=C(/O)c2ccccc2)c(=O)n(-c2ccccc2)n1C @ aSyn tox rescue: 13.9%
# Nc1ccc(S(=O)(=O)Nc2nccc(/C=C/c3ccc(Br)s3)n2)cc1 @ aSyn tox rescue: 0.0%

# (continued)
SMILES,aSyn tox rescue
Cc1cc(SCc2cc(=O)n3ccsc3n2)nc2ccccc12,-26.0%
COc1ccc(COC(=O)CCCN=C2NS(=O)(=O)c3ccccc32)cc1F,2.4%
O=S(=O)(c1cccc2nsnc12)N1CCN(Cc2ccccc2)CC1,0.1%
Cc1cc(-c2ccc(S(=O)(=O)NCc3ccccc3Cl)s2)on1,-2.7%
N/C(Cn1cncn1)=N\NC(=O)c1ccc(Cl)cc1Cl,-4.6%
COc1cnc(-c2ccccn2)nc1Sc1ccccc1,-5.0%
CN(C)C(CNC(=O)c1cccc(S(=O)(=O)NCc2ccccc2)c1)c1ccccc1 (stereo not given),11.2%
COc1ccc(S(=O)(=O)N2CCC(C(=O)Oc3ccc(C)cc3)CC2)cc1OC,-10.2%
COc1cc(C(=O)Oc2cccc(/C=N/NC(=O)c3cccnc3)c2)cc(OC)c1OC,-0.6%
CCOc1ccc(NC(=O)CCC(=O)NNS(=O)(=O)c2ccccc2[N+](=O)[O-])cc1,-7.0%
CCOC(=O)C/C(=N\Nc1ncnc2ccccc12)c1ccccc1,11.7%
Cc1n[nH]c(=O)n(N=Cc2c[nH]c3ccccc23)c1=O,13.0%
CC(C)CC(NC(=O)C1CCC(C)CC1)C(=O)N1CCN(c2ccccn2)CC1 (stereo not given),-8.9%
CCC(=O)N1CCCc2cc(S(=O)(=O)N3CCN(c4ccccc4F)CC3)ccc21,3.9%
Cc1ccc(NS(=O)(=O)c2ccc(CCC(=O)N3CCCC3)cc2)cc1,2.5%
COc1ccc(-c2cn3nc(N4CCCC(C(=O)NCCCOC(C)C)C4)sc3n2)cc1 (stereo not given),14.4%
CCN(CC)CCNC(=O)c1ccc(NC(=O)c2ccc(S(=O)(=O)N3CCCCCC3)cc2)cc1,-6.7%
Cc1cccc(N2CCN(C(=O)c3cnc4c(C)cccn4c3=O)CC2C)c1 (stereo not given),-8.6%
Cc1ccccc1C1NC(c2ccccc2C)C([N+](=O)[O-])C(C)(C)C1[N+](=O)[O-] (stereo not given),-6.5%
CC(=O)c1cccc(NS(=O)(=O)c2c(C(=O)N3CCCCCC3)c(C)n(C)c2C)c1,2.0%
CCOc1ccc(NC(=O)CSc2nnc(CNC(=O)C34CC5CC(CC(C5)C3)C4)n2CC)cc1,1.6%
CC1Cn2c(C(=O)NCc3ccccc3Cl)cc3cccc(c32)S1 (stereo not given),14.7%
CC(=O)N1CCc2cc(Br)cc(S(=O)(=O)N3CCC(C(=O)Nc4ccc(C(C)C)cc4)CC3)c21,-2.4%
Nc1c(C(=O)Nc2ccc(Br)cc2)sc2nc(N3CCOCC3)c3c(c12)CCCC3,-4.1%
CCC(C(=O)Nc1cccc(C#N)c1)n1nc(-c2ccccc2)ccc1=O (stereo not given),7.0%
# Next compounds.
SMILES,aSyn tox rescue
O=C(CCCn1c(=O)oc2ccccc21)N1CCN(c2ccc(F)cc2)CC1,12.7%
COC(=O)c1cc(NC(=O)c2nn(C)c3c2CSc2ccccc2-3)cc(C(=O)OC)c1,3.1%
O=C(Nc1cccc(C(=O)O)c1)/C(=C/c1ccc2c(c1)OCO2)NC(=O)c1cccc(Br)c1,12.7%
COc1ccc(S(=O)(=O)N2CCOCC2)cc1NC(=O)CCCOc1ccc(C(C)=O)cc1,-9.9%
Cc1ccc(NC(=O)CN2C(=O)c3cccnc3Oc3ccc(Cl)cc32)cc1,-6.6%
Cc1ccc(C2CCN(C(=O)Nc3ccc(F)cc3)C2)cc1 (stereo not given),3.3%
Cc1ccc(CNc2ncnc3c2cnn3-c2ccc(Cl)cc2)cc1,5.0%
CCOc1ccc(-c2cc3c(=O)n(Cc4nc(-c5ccc(OCC)c(OC)c5)oc4C)ccn3n2)cc1Cl,-16.4%
COC(=O)C(C)Sc1nnc2cc(C)c3cc(C)cc(C)c3n12 (stereo not given),-3.0%
Cc1ccn2c(Nc3ccc4c(c3)OCCO4)c(-c3ccc(C)s3)nc2c1,-5.8%
CCOC(=O)C1(CCc2ccccc2)CCN(C2Cc3ccccc3C2)CC1,6.5%
COc1cccc(CNC(=O)c2ccc3c(c2)N(C)CCS3)c1OC,5.3%
CC1C/C(=N\NC(=O)c2ccc([N+](=O)[O-])cc2)CC(C)(C)C1 (stereo not given),-4.5%
CC(C)CC(=O)N1CCN(Cc2ccccc2[N+](=O)[O-])CC1,-7.4%
Cc1nc(N2CCOCC2)c2c(C)c(C(=O)Nc3ccc(F)cc3Cl)sc2n1,-20.2%
CCc1ccccc1NC(=O)C1=CC(c2ccc3c(c2)OCO3)=NS(=O)(=O)N1C,4.7%
COC(=O)c1c(C)[nH]c(C(=O)OC(C)C(=O)NC2CCCCC2C)c1C (stereo not given),-3.2%
O=[N+]([O-])c1ccc(-c2csc(COc3ccccc3)n2)cc1,-9.1%

# Another view of some results above.
Cc1ccc(NC(=O)CN2C(=O)c3cccnc3Oc3ccc(Cl)cc32)cc1
  aSyn tox rescue = -6.6%

Cc1ccc(C2CCN(C(=O)Nc3ccc(F)cc3)C2)cc1 (stereo not given)
  aSyn tox rescue = 3.3%

Cc1ccc(CNc2ncnc3c2cnn3-c2ccc(Cl)cc2)cc1
  aSyn tox rescue = 5.0%

CCOc1ccc(-c2cc3c(=O)n(Cc4nc(-c5ccc(OCC)c(OC)c5)oc4C)ccn3n2)cc1Cl
  aSyn tox rescue = -16.4%
